Fh CTSL1 inh: cathepsin L1 inhibition, PFM18AAP counter-screen. recombinant F. hepatica cathepsin L1, Z-Leu-Arg-MCA fluorescence. inhibition, % at 5.96 µM. actives 0.49% (n = 300,000). AID 1906;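 active means inhibition above the mean of all tested compounds plus 3 SD, set per screening campaign, cut at about 17% in these data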;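 further: 0% = plate median of test compound wells and 100% = 1 µM Z-Phe-Ala-diazomethylketone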
core dimer inh: HCV core protein dimerization inhibition. TR-FRET GST/Flag-core106 dimerization, 1536-well. inhibition, % at 5 µM. actives 0.33% (n = 300,000). AID 1899;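 active means inhibition above the mean of all tested compounds plus 3 SD, set per screening campaign, cut at about 45% in these data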
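Test system: GST/Flag-tagged HCV core106 proteins; Medium: KF-containing HEPES buffer, pH 7.45, DTT, CHAPS, BSA; Times: compound-protein-antibody incubation 4 h at 22.5 °C; Detection: TR-FRET 671 and 617 nm emission; Benchmarks: wells lacking GST-core106 and wells with excess unlabelled core106.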
LYPLA2 inh: LYPLA2 (human) inhibition in PME1 counter-screen | O95372 | recombinant LYPLA2, FP-Rh probe fluorescence polarization | actives 0.38% (n = 320,000) | inhibition, % at 5.9 µM;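 active means inhibition above the screen-wide mean plus 3 SD, limit set per campaign, cut at about 26% in these data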;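 further: 0% = LYPLA2 with DMSO and 100% = wells lacking LYPLA2 enzyme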
JMJD2C inh: blocks human GASC-1 demethylase activity; Q9H3R0; inhibition, % at 2.35 µM; actives 0.069% (n = 330,000); GST-JMJD2C(1-420) H3K9me3 demethylation, DELFIA europium;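 active means more than half of a compound's replicate wells show inhibition beyond 50%, single wells judged on their own value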;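 further: signal counts dimethyl H3K9 product captured on neutravidin plate; 0% = median of DMSO wells and 100% = 0.3 times that DMSO median; strong numbers were not always called active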
Target sequence (Q9H3R0 1-420 limits assumed): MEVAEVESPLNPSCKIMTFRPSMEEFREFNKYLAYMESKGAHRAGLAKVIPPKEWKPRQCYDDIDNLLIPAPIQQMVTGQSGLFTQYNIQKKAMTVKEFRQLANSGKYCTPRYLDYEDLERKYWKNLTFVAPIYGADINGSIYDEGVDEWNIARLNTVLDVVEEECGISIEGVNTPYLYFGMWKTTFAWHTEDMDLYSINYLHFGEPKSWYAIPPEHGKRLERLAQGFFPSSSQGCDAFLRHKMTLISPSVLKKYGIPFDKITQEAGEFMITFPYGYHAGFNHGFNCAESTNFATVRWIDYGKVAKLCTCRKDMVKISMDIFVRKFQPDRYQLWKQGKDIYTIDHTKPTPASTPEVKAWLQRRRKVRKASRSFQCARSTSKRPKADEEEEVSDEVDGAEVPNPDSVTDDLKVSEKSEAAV
Efflux pump inh: inhibitors of Candida antifungal efflux pumps expressed in yeast. actives 0.44% (n = 330,000). S. cerevisiae Candida pump triplex, Nile Red efflux. AID 485275. inhibition, % at 10 µM;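 active means plate passing quality check with inhibition over a set limit, or well fluorescence over plate mean plus 4 SD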;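 further: Nile Red retained in pooled yeast measured as flow cytometry median fluorescence; 0% = buffer negative control and 100% = Enniatin B positive control; higher means more Nile Red kept so more efflux inhibition; some compounds called inactive have numbers as strong as hits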
PP5 primary: PP5 (human) phosphatase inhibition. P53041. purified PP5c, OMFP substrate fluorescence. inhibition, % at 6.7 µM. actives 0.18% (n = 320,000). AID 1987;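 active means inhibition above the campaign's mean inhibition across all tested compounds plus 3 SD, cut at about 9.5% in these data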;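 further: 0% = DMSO only and 100% = 100 µM cantharidin control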
Target sequence (P53041 whole entry, looked up): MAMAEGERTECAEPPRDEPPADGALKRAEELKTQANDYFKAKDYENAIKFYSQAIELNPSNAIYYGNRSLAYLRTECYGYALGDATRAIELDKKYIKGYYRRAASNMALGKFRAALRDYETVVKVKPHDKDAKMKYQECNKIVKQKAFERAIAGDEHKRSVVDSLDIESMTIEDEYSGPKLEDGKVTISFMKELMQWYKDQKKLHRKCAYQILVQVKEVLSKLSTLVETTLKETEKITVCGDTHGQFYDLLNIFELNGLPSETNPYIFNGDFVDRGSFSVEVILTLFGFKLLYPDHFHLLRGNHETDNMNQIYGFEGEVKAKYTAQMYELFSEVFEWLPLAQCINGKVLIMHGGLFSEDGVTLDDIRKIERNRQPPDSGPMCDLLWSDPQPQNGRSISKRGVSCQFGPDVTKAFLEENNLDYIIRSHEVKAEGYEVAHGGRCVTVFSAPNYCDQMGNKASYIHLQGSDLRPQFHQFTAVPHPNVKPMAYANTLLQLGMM
PREPL inh: human PREPL enzyme inhibition. inhibition, % at 5.96 µM. actives 0.68% (n = 320,000). Q4J6C6. recombinant PREPL, fluorescence polarization activity-based probe. AID 2751; in the data active means inhibition above about 43%;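 further: 0% = enzyme with DMSO and 100% = wells lacking enzyme; many of its hits are not listed in these tables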
TPT1 inh: C. albicans TPT1 enzyme inhibition. recombinant caTPT1, FP RNA substrate dephosphorylation. inhibition, % at 5 µM. actives 0.81% (n = 300,000). AID 1962;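 active means inhibition above the mean of all tested compounds plus 3 SD, set per screening campaign, cut at about 24% in these data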;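 further: plate controls were DMSO alone for no effect and ferristatin control at 100 nM for full effect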
PP1 counter: blocks human PP1-alpha phosphatase, a PP5 counter-screen. AID 2235. inhibition, % at 6.7 µM. purified PP1alpha, OMFP fluorescence. actives 0.9% (n = 320,000);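 active means inhibition above the mean inhibition of all tested compounds plus 3 SD, computed separately for each screening campaign, cut at about 15% in these data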
* hit, by the source's call; / = not tested or not shown; & = joins results of further samples. The list is partial, so the mix of outcomes need not match the whole.

SMILES	Fh CTSL1 inh	core dimer inh	LYPLA2 inh	JMJD2C inh	Efflux pump inh	PP5 primary	PREPL inh	TPT1 inh	PP1 counter
Cc1ccc(CNC(=O)C2CCCN(S(=O)(=O)N3CC(C)CC(C)C3)C2)cc1 (stereo not given)	0	1	-1	-38	-0.1	-0.4	13	0	-2
COC(=O)Nc1ccccc1C(=O)N1CCC(O)(c2ccc(Cl)cc2)CC1	1	-3	-10	-7	0.4	-1.8	3	3	-1
CC(C)c1ccc(C(=O)OC2CCOC2=O)cc1 (stereo not given)	3	-10	5	5	-0.1	1.1	0	-1	2
CC(=O)N(Cc1ccccc1)c1ccccc1C(=O)O	-5	1	0	0	-0.1	-1.4	1	-2	3
Cc1cc(-c2cc(C(=O)NC3CCCC3)on2)nc(NC2CCCC2)n1	5	13	-3	11	-0.2	1.0	-1	-1	-1
CCCOC(=O)c1[nH]c2c(c1C)C(=O)CC(c1cc(OC)c(OC)c(OC)c1)C2 (stereo not given)	4	1	3	0	0.0	1.6	-18	-1	-2
Cc1c(-c2cccc(Cl)c2)nc2ccccc2c1C(=O)OCC(=O)Nc1ccc2c(c1)OCO2	2	8	-12	-8	0.4	5.5	20	5	-2
COc1ccc(Oc2ncccc2NC(=O)c2cccc(C)c2C)cc1	3	1	-1	0	0.1	1.6	15	3	-3
CC(CNC(=O)CC(C)(C)C)NC(=O)CC(C)(C)C (stereo not given)	-1	-4	-8	-2	0.0	-0.4	10	3	0
Cc1cc(C)c(S(=O)(=O)N2CCCCC2)c(C)c1-n1ncnn1	-3	0	-1	-3	0.1	1.9	-5	0	-2

Three structures out of the list, arranged by length of the SMILES, lowest first.
SMILES	Fh CTSL1 inh	core dimer inh	LYPLA2 inh	JMJD2C inh	Efflux pump inh	PP5 primary	PREPL inh	TPT1 inh	PP1 counter
Cc1cc(-c2cc(C(=O)NC3CCCC3)on2)nc(NC2CCCC2)n1	5	13	-3	11	-0.2	1.0	-1	-1	-1
CCCOC(=O)c1[nH]c2c(c1C)C(=O)CC(c1cc(OC)c(OC)c(OC)c1)C2 (stereo not given)	4	1	3	0	0.0	1.6	-18	-1	-2
Cc1c(-c2cccc(Cl)c2)nc2ccccc2c1C(=O)OCC(=O)Nc1ccc2c(c1)OCO2	2	8	-12	-8	0.4	5.5	20	5	-2

Part of the list above, with values under each structure:
Every second line gives: Fh CTSL1 inh | core dimer inh | LYPLA2 inh | JMJD2C inh | Efflux pump inh | PP5 primary | PREPL inh | TPT1 inh | PP1 counter
CC(=O)N(Cc1ccccc1)c1ccccc1C(=O)O
    -5 | 1 | 0 | 0 | -0.1 | -1.4 | 1 | -2 | 3
Cc1cc(-c2cc(C(=O)NC3CCCC3)on2)nc(NC2CCCC2)n1
    5 | 13 | -3 | 11 | -0.2 | 1.0 | -1 | -1 | -1

An excerpt from above with just PP5 primary, PP1 counter and Efflux pump inh.
compound | PP5 primary | PP1 counter | Efflux pump inh
COc1ccc(Oc2ncccc2NC(=O)c2cccc(C)c2C)cc1 | 1.6 | -3 | 0.1
CC(=O)N(Cc1ccccc1)c1ccccc1C(=O)O | -1.4 | 3 | -0.1
CCCOC(=O)c1[nH]c2c(c1C)C(=O)CC(c1cc(OC)c(OC)c(OC)c1)C2 (stereo not given) | 1.6 | -2 | 0.0
CC(CNC(=O)CC(C)(C)C)NC(=O)CC(C)(C)C (stereo not given) | -0.4 | 0 | 0.0
CC(C)c1ccc(C(=O)OC2CCOC2=O)cc1 (stereo not given) | 1.1 | 2 | -0.1

(list continues)
SMILES	Fh CTSL1 inh	core dimer inh	LYPLA2 inh	JMJD2C inh	Efflux pump inh	PP5 primary	PREPL inh	TPT1 inh	PP1 counter
CCOc1ccc(-c2ccc(C=O)o2)c([N+](=O)[O-])c1	-2	14	2	0	-0.2	1.2	0	5	3
Cc1ccc(CNC(=O)C2CCCN2C(=O)Nc2ccc(F)cc2)cc1 (stereo not given)	-1	1	3	1	-0.1	0.1	-2	2	1
O=C(NC(=S)Nc1ccc(S(=O)(=O)N2CCCCC2)cc1)c1cccs1	-9	6	-5	7	0.3	2.0	-6	1	4
COc1ccc(N2CC(C)Cn3c2nc2c3c(=O)n(Cc3ccccc3F)c(=O)n2C)c(OC)c1 (stereo not given)	2	3	3	7	-0.1	-1.4	19	1	1
O=C(COC(=O)c1cccnc1Nc1cccc(C(F)(F)F)c1)NCCN1C(=O)CSC1=O	2	-5	1	-15&-10	0.0	3.8	3	-2	1
CCCCN(C(=O)CCC(=O)Nc1cc(C)on1)C(C(=O)NC1CCCC1)c1ccc(OCC)cc1 (stereo not given)	-2	13	-5	7	-0.1	0.7	1	0	-1
CN(C)CCOC(=O)CCc1ccccc1	-3	2	2	-5	0.2	3.3	5	-6	8
Cc1nn(-c2ccccc2)c(N)c1C1(O)C(=O)Nc2ccc([N+](=O)[O-])cc21 (stereo not given)	2	-2	2	9	0.1	4.1	3	-1	-5
Nc1[nH]c(=S)nc2nc(-c3ccccc3)c(-c3ccccc3)nc12	3	12	-1	-3	-0.2	3.0	13	-4	2
Cc1cccc(COc2ncnc3nc[nH]c23)c1	0	7	2	7	0.0	-4.4	-1	0	1
CCc1nc(SCC(=O)Nc2nnc(CC)s2)c2c(C)c(C)sc2n1	5	4	-6	-4	0.1	1.4	13	3	-1
CCCn1nc(C(=O)OCC(=O)NC(C)c2ccccc2)c2ccccc2c1=O (stereo not given)	-10	4	1	1	0.1	2.3	1	2	-2
CCCOc1ccc(C(CC(=O)O)NC(=O)c2sc3ccccc3c2Cl)cc1 (stereo not given)	-3	21	-4	4	-0.2	4.8	-6	-3	0
COc1cc(CCC(=O)N2CCN(c3ccc(N4CCOCC4)nn3)CC2)cc(OC)c1OC	1	-5	4	12	0.0	0.6	-2	-2	0
Cc1cccc(-c2noc(CNC(=O)c3ccc4c(c3)OCO4)n2)c1	1	9	-6	-6	0.1	3.0	-25	7	-2
CNc1nc(N)nc(OC(C(F)(F)F)C(F)(F)F)n1	0	2	6	-12	0.0	-0.5	0	-1	0
CC(C)N(Cc1cn[nH]c1-c1ccc(-c2ccccc2)cc1)Cc1nccn1C	0	0	-2	29	0.3	1.3	42	-1	2
CNS(=O)(=O)c1cc(Cl)ccc1Sc1ccccc1C(=O)O	-1	3	-3	5	0.0	-1.1	6	-1	-4
Cc1cc2nc(SCC(=O)O)nc(C)c2cc1C	4	1	-3	-2	0.0	0.9	1	1	2
O=C(NC1CCCCC1)NC1(C(=O)NCCCN2CCOCC2)CCCCC1	1	1	3	12	0.0	-3.3	0	-5	-1
Cc1cccc(-c2cc(C(=O)Nc3c(C)n(C)n(-c4ccccc4)c3=O)c3ccccc3n2)c1	2	-1	7	22	-0.1	-0.1	3	-2	-1
COc1ccc(C(CNC(=O)C2CC(=O)N(Cc3ccccc3)C2)N2CCCC2)cc1 (stereo not given)	/	/	1	-7	0.4	3.5	-3	/	0
CC(NC(=O)CN1C(=O)NC(c2ccccc2)(c2ccccc2)C1=O)c1cccs1 (stereo not given)	/	/	2	-1	0.3	3.9	-12	/	-3
N/C(=N\OC(=O)c1cccc(F)c1)c1cccc([N+](=O)[O-])c1	3	1	4	-1	0.0	0.5	4	-3	-6
O=C(NC(=S)Nc1ccccc1N1CCOCC1)c1ccco1	7	-6	2	-1	0.0	0.2	3	-5	1
COc1ccc(NC(=S)NNc2ccc(S(=O)(=O)Nc3ccccc3C(=O)O)cc2[N+](=O)[O-])cc1	-2	-9	9	4	0.3	2.7	14	4	6
CN(C)C(CNC(=O)c1cc2ccccc2oc1=O)c1ccccc1 (stereo not given)	-2	-3	14	-3	0.1	0.9	-12	-7	-1
Cc1ccc(NC(=O)C(OC(=O)c2ccc(C=O)cc2)c2ccccc2)cc1Cl (stereo not given)	-5	36	-56	4	0.3	2.1	-28	-3	22*
CC1CN(Cc2cc(=O)[nH]c(C3CC3)n2)CC(C)O1 (stereo not given)	3	9	-3	4	0.4	-3.5	5	4	3
O=C(O)CSc1nnc(-c2ccccc2Br)n1-c1cccc(C(F)(F)F)c1	-2	-21	-2	-3	0.2	4.1	2	-3	1
COc1ccc(NC(C)=O)cc1NS(=O)(=O)c1cn(C)c(=O)n(C)c1=O	3	-10	0	0	0.0	-1.8	8	0	-2
Cc1cccc(-c2nnn(C/C(N)=N/O)n2)c1	4	2	4	12	0.0	0.4	1	0	-2
Cc1sc2nc(CN3CCCCC3)nc(N3CCN(C(=O)c4ccco4)CC3)c2c1C	1	3	3	-12	-0.1	1.7	23	0	-1
COc1ccc(/C=N/Nc2nnc(C)n2N)cc1OC	1	9	-4	0	0.0	0.9	0	-5	0
C=CCn1cnc2scc(-c3ccccc3)c2c1=O	6	-2	-2	1	0.0	-1.6	10	2	-1
CNCCCOc1ccc(C)cc1Br	2	1	4	0	0.0	1.6	-1	1	-4
Cc1ccccc1NC1=NC(=S)N(c2ccccc2)C12CCCCC2	5	-1	7	-2	0.4	0.8	7	2	0
Cc1ccc(N2C(=O)C(Cl)=C(N3CCOCC3)C2=O)cc1Cl	38*	-11	-1	4	-0.1	2.1	9	2	-1
O=C(CCn1c(=O)oc2ccccc21)Nc1ccccc1	0	0	0	-4	0.0	1.3	-10	-1	-1
CCCc1cc(=O)oc2cc(C)cc(OC(C)C(=O)NCCN3CCOCC3)c12 (stereo not given)	2	-15	-2	-39	-0.2	0.5	12	-2	-8
Cc1ccc(C(=O)CCNc2ccc(Cl)cc2)o1	-1	-3	6	-9	0.1	-1.9	7	-1	-3
CC1CCCCC12NC(=O)N(CC(=O)N1CCN(Cc3ccc(C#N)cc3)CC1)C2=O (stereo not given)	/	/	4	-4	0.0	-0.5	7	/	-3
CCOC(=O)c1cnn(-c2ccccc2)c1NC(=O)c1ccccc1	-2	0	7	6	-0.3	0.5	10	0	-1
COCCn1c(SCC(=O)NC(=O)NC2CCCC2)nc2ccccc2c1=O	/	/	-4	6	0.1	0.8	2	/	-2
CCOc1ccc(S(=O)(=O)N2CCCCC2)cc1NC(=O)CN1C(=O)NC(C)(c2ccccc2)C1=O (stereo not given)	2	3	-1	-5	0.1	2.4	-2	1	-4
N#C/C(=C\c1cccs1)c1nc2ccccc2[nH]1	2	-21	-2	-8	-0.2	0.0	37	8	2
CC(C)NC(=O)CN1C(=O)CSc2ccc(S(=O)(=O)N3CCCC3)cc21	1	-15	5	3	-0.2	3.1	14	2	-2
COc1ccc(CCNc2ccc(C)cc2)cc1	-1	-2	-4	8	0.2	1.2	14	-1	-3
CCOc1ccc(-n2c(=O)[nH]c3sc4c(c3c2=O)CCCC4)cc1	2	0	6	-3	-0.1	3.7	5	-1	-3
CC(=O)c1cccc(N(CC(=O)NC2CCCC2)C(=O)c2csnn2)c1	0	0	10	-10	-0.2	-3.4	16	-9	-6

Taken from above:
`COC(=O)Nc1ccccc1C(=O)N1CCC(O)(c2ccc(Cl)cc2)CC1` in core dimer inh shows -3
`CCOc1ccc(-c2ccc(C=O)o2)c([N+](=O)[O-])c1` in PP5 primary shows 1.2
